High-throughput results deposited in PubChem BioAssay by National Center for Advancing Translational Sciences (NCATS).
NPC1 promoter act – qHTS Assay for NPC1 Promoter Activators; Huh7 NPC1 promoter luciferase reporter, 24 h; Potency, µM (top dose mostly 9.22 µM), without a hit: at the highest dose activation, actives largely listed as activators; actives 2.4% (n = 320,000); AID 485313, 2010;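 note: % of control where 0% means no effect; nearly all actives have a fitted effect of over 60% in size; reporter is driven by a mutant NPC1 promoter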
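Luminescence read-out of NPC1 promoter-driven luciferase in stably transfected Huh7 cells; compounds delivered in DMSO and left 24 h at 37C, 5% CO2, qHTS titration format.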
FLuc modulator – qHTS profiling assay for firefly luciferase inhibitor/activator using purifed enzyme and Km concentrations of substrates (counterscreen for miR-21 project); Luciferin 4-monooxygenase (Photinus pyralis), P08659; actives 6.9% (n = 360,000); Potency, µM (doses to about 57.5 µM), inactives show at the top dose activity change, negative = inhibition, actives largely listed as inhibitors; purified FLuc, Km substrates, luminescence inhibition;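 note: plate controls were vehicle for no effect and reference inhibitor for full effect; nearly all actives have a fitted effect of over 55% in size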
Target sequence (P08659 whole entry, looked up): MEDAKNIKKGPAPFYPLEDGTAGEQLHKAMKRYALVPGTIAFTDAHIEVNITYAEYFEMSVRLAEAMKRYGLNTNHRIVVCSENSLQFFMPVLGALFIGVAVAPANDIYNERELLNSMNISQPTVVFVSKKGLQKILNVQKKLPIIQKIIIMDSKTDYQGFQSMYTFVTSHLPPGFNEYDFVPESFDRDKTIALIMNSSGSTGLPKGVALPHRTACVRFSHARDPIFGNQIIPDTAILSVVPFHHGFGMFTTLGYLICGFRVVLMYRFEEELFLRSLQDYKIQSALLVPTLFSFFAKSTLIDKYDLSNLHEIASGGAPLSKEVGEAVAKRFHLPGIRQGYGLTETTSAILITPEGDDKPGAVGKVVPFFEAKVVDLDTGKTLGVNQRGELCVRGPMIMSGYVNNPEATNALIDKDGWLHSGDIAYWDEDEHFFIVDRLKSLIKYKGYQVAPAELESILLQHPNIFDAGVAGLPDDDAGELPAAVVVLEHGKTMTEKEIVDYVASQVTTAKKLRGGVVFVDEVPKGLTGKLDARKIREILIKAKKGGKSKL
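Purified P. pyralis luciferase (10nM final) with 10uM D-luciferin and 10uM ATP (Km levels) in 50mM Tris acetate pH 7.5, 10mM Mg acetate, 0.01% Tween-20, 0.05% BSA; qHTS 6-point titration, ~60 µM downward; luminescence read.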
CXXC DNA block – qHTS Fluorescence Polarization Assay for Inhibitors of MLL CXXC domain - DNA interaction; Histone-lysine N-methyltransferase 2A (Homo sapiens), Q03164; MLL-CXXC / FITC-HOXA9 DNA fluorescence polarization; Potency, µM (doses to about 115 µM), without a hit: at the highest dose activity change, negative = inhibition, most hits filed as inhibitors; actives 0.037% (n = 290,000); AID 2662, 2010; active = well fitted inhibition curve with a large enough effect in the polarisation, with a control signal flat, not every such curve was filed as active; inconclusive = small, poorly fitted or top-dose-only effect, or effect the other way, or a change in a side signal; inactive = no such curve, though single readings can be large or run the other way; the % refers to the polarisation
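Purified MLL-CXXC (added from a 7 uM solution) was preincubated 5 min at ambient with pinned compounds in 50 mM Tris-HCl pH 7.5, 50 mM NaCl, 1 mM DTT, 0.05% BSA. Fluorescein-labeled HOX-A9 DNA (50 nM solution) followed, 30 min, then polarization read.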
uPA surface inh – qHTS for Inhibitors of Cell Surface uPA Generation; Potency, µM (highest dose often 38.3 µM), inactives show top-dose activity change, negative = inhibition, hits mostly inhibitors; cell surface uPA generation assay, qHTS; actives 0.31% (n = 330,000); active = well fitted inhibition curve with a large enough effect; inconclusive = small, poorly fitted or top-dose-only effect; inactive = no such curve, though single readings can be large or run the other way; tested in mouse RAW 264.7 cells; note: % is set by controls: 0 for no effect and ±100 for the full control effect; nearly all actives have a fitted effect of over 55% in size
VP16 counter – VP16 counterscreen qHTS for inhibitors of ROR gamma transcriptional activity; Drosophila S2 Gal4-VP16 UAS-luciferase, luminescence, 20 h; Potency, µM (top dose mostly 53.6 µM), without a hit: at the highest dose activity, negative = inhibition, usual class: inhibitors; actives 3.5% (n = 310,000); AID 2546, 2010;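 note: Gal4-VP16 expression switched on by copper sulfate through the metallothionein promoter; % is set by controls: 0 for no effect and ±100 for the full control effect; nearly all actives have a fitted effect of over 50% in size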
Rab9 promoter act – qHTS Assay for Rab9 Promoter Activators | Huh7 Rab9 promoter-luciferase reporter, luminescence, 24 h | Potency, µM (highest dose often 9.22 µM), without a hit: at the highest dose activation, negative = inhibition, actives largely listed as activators | actives 2.8% (n = 320,000); note: % of control where 0% means no effect; nearly all actives have a fitted effect of over 60% in size
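Cells were plated at 1500 per well in reduced-serum medium with 10% FBS and left 2 h. Compound in DMSO was then added for 24 h at 37 °C. Reporter signal was read by luminescence after 10 min with luciferase detection reagent.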
p53 reactivation – qHTS assay for re-activators of p53 using a Luc reporter; Potency, µM (highest dose often 92.2 µM), for inactives: at the highest dose activity change, positive = activation, hits mostly activators; actives 0.063% (n = 320,000); H1299 p53-A138V BP100-luciferase reporter, luminescence, 24 h; note: % of control where 0% means no effect; nearly all actives have a fitted effect of over 45% in size
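H1299 (p53-null), stable ts p53-A138V + BP100-Luc; 1000 cells/well, Opti-MEM/10% FBS; cpd 4 pt, 1:5; 24 h, 37 deg C, 5% CO2; detection reagent 10 min RT; luminescence.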
BRCA1 expr up – qHTS Assay to Identify Small Molecule Activators of BRCA1 Expression; actives 1.1% (n = 380,000); Potency, µM (highest dose often 46.1 µM), for the others: at the highest dose activation, hits mostly activators; AID 624202, 2012; MCF7-BRCA1-FFLuc reporter, luminescence, 48 h; response scale: scaled: vehicle 0%, 10 µM genistein 100%; note: nearly all actives have a fitted effect of over 80% in size; some results filed as inactive show a strong effect at the top dose
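First, MCF7-BRCA1-FFLuc cells (2000/well) attach for 2 h; next, compounds are pin-added and incubated 48 h at 37 °C; finally, luciferase reagent is added and luminescence read after 15 min.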
MBNL1 CUG block – qHTS Assay for Inhibitors of MBNL1-poly(CUG) RNA binding; Muscleblind-like protein 1 (Homo sapiens), Q9NR56; TR-FRET MBNL1-His/biotin-(CUG)12 binding, 665/545 ratio; Potency, µM (doses to about 57.5 µM), for inactives: at the top dose activity change, negative = inhibition, usual class: inhibitors; actives 0.036% (n = 280,000); active = well fitted inhibition curve with a large enough effect in the signal ratio, with a control signal flat, not every such curve was filed as active; inconclusive = small, poorly fitted or top-dose-only effect, or effect the other way, or a change in a side signal; inactive = no such curve, though single readings can be large or run the other way; the % refers to the signal ratio; note: % is set by controls: 0 for no effect and ±100 for the full control effect
Target sequence (Q9NR56 whole entry, looked up): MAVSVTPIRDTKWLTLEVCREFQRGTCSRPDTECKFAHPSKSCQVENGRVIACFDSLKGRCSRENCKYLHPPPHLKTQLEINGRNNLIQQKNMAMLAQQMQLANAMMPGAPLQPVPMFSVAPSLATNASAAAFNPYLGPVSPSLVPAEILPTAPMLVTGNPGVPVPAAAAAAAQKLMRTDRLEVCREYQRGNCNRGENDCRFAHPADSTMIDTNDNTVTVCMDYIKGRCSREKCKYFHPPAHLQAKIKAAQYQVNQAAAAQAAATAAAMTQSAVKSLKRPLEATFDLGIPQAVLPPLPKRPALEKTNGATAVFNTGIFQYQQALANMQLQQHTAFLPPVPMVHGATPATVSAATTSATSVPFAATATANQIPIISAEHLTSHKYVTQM
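His-tagged MBNL1 binding to biotinylated (CUG)12 RNA was measured by TR-FRET using terbium anti-His antibody (0.055 ng/ul final) and streptavidin-XL665 (5 nM final). Compounds were titrated 92 nM to 58 uM; 60 min at room temperature.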
RORgamma inh – qHTS for inhibitors of ROR gamma transcriptional activity; Nuclear receptor ROR-gamma (Mus musculus), P51450; Drosophila S2 Gal4-RORgamma UAS-luciferase reporter, 20 h; Potency, µM (doses to about 53.6 µM), for inactives: at the highest dose activity change, negative = inhibition, hits mostly inhibitors; actives 5.4% (n = 310,000); AID 2551, 2010; note: % is set by controls: 0 for no effect and ±100 for the full control effect; nearly all actives have a fitted effect of over 60% in size
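Luciferase reporter read in Schneider cells carrying Gal4-RORγ (mouse) and UAS-Photinus luciferase; cells given compound 1 h before 700 uM copper sulfate induction, then incubated 20 h at ambient temperature.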
ELG1 genotoxic – qHTS screen for small molecules that induce genotoxicity in human embryonic kidney (HEK293T) cells expressing luciferase-tagged ELG1 | HEK293T ELG1-luciferase reporter, luminescence, 16 h | Potency, µM (titrated, usually from 46 µM), without a hit: at the highest dose activity change, positive = activation, actives largely listed as activators | actives 1.3% (n = 330,000) | AID 504466, 2011; note: % of control where 0% means no effect; nearly all actives have a fitted effect of over 60% in size
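Genotoxic stress is detected as increased luminescence from luciferase-tagged ELG1 in HEK293T cells, measured with ONE-Glo after a 16 hr treatment at 37 °C.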
* marks the source's active call; other numbers are inactive results; ? = inconclusive; nt = no result given; [ ] = dose if it differs, or a comment. Unless noted, calls come from the whole dose curve; as a rule, active = well fitted curve in the direction sought with a large enough effect; inconclusive = small, poorly fitted or top-dose-only effect, or another doubt; inactive = no such curve, though single readings can be large; an effect the other way counts as inactive or inconclusive. Potency is the fitted concentration of half-maximal effect. Only part of the results is shown; the hit share may differ from the screen's.

SMILES	NPC1 promoter act	FLuc modulator	CXXC DNA block	uPA surface inh	VP16 counter	Rab9 promoter act	p53 reactivation	BRCA1 expr up	MBNL1 CUG block	RORgamma inh	ELG1 genotoxic
CC(C)CC(=O)Nc1cc2nn(-c3ccccc3)nc2cc1Cl	1.8µM*	1.5µM*	15%	-2%	-2%	1.4µM*	?	30%	5%	-22%	4.6µM*
NC1=NC[C@H](c2ccccc2)N1CCc1cc(C(F)(F)F)cc(C(F)(F)F)c1	-14%	-2%	3%	-8%	-8%	-4%	-10%	-41%	-4%	-2%	1%
Cc1ccc(/C=C2\Oc3cc(OCC(=O)NN)ccc3C2=O)o1	1%	2.1µM*	5%	5%	-5%	-5%	-1%	-16%	?	-29%	0%
NC(=O)CC1C(=O)N(c2ccc(Cl)cc2)C(=S)N1NC(=O)c1cccc(F)c1 (stereo not drawn)	0%	-1%	-7%	7%	-29%	-1%[1.84 µM]	4%	0%	13%	?	2%
O=C(CN1C(=O)c2cccc3cccc1c23)Nc1ccccc1	-5%	1%	4%	-9%	-3%	2%	-5%	-1%	3%	?	-2%
COc1ccc2oc(=O)c(C(=O)N3CCN(c4ccc(F)cc4)CC3)cc2c1	0%	-1%	-3%	-1%	-3%	-1%	2%	-10%	?	-19%	-1%
Cc1ccc(C(=O)Nc2ccccc2)cc1S(=O)(=O)Nc1ccc(Cl)cn1	0%	?	-9%	-2%	2%	-5%	-2%	0%	-4%	24%	-1%
COCCn1c(=NC(=O)c2ccc3c(c2)OCO3)c(C#N)cc2c(=O)n3cccc(C)c3nc21	1%	0%	-6%	nt	-3%	-1%	-7%	nt	16%	-32%	4%
O=C(Oc1cccc(/C=N/Nc2nc(N3CCOCC3)nc(N3CCOCC3)n2)c1)c1ccco1	-3%	-9%	71%[activator]	16%	-3%	4%	1%	0%	-7%	17%	-1%
CC(C)(C)OC(=O)N1CCC(C(=O)N[C@@H](Cc2ccccc2)C(=O)O)CC1	0%	-1%	-3%	2%	-12%	-3%	0%	-7%	-5%	1%	-1%
Cc1ccc(NC(=O)c2ccccc2-c2ccc(C(F)(F)F)cc2)cc1S(=O)(=O)N1CCOCC1	0%	-7%	2%	-8%	-8%	-5%	-8%	-43%	12%	41%	-5%
O=C(Nc1ccc(F)cc1)c1cc(Cl)sc1Cl	16%	?	-2%	7%	25%	?	6%	6%	2%	?	11%
CN(C)/C=N/S(=O)(=O)c1cccn1-c1ncc(C(F)(F)F)cc1Cl	-6%	-1%	-2%	3%	4%	-10%	4%	5%	-3%	2%	16%
Cc1cccc(C)c1NC(=S)Nc1ccc(Cl)c(Cl)c1	0%	-3%	-1%	-6%	?	-7%	-2%	-21%	-17%	6.3µM*	-9%
CCc1nonc1NC(=O)c1oc2c(C)c(C)ccc2c1C	-5%	0%	1%	15%	-4%	1%	7%	-16%	11%	-15%	-2%
CSc1nnc(C2CCCN2)n1C (stereo not drawn)	1%	6%	2%	0%	-10%	4%	-14%	-11%	-8%	0%	1%
CC(=O)N/C(=C/c1ccc(Cl)cc1)C(=O)NCCc1c[nH]c2ccccc12	-2%	0%	27%	4%	-2%	3%	-8%	-11%	17%	?	-4%
NC(=S)Nc1cccc(F)c1	-5%	2%	-1%	1%	-5%	3%	-4%	-2%	7%	-20%	-6%
O=C(COC(=O)Cc1ccc(S(=O)(=O)N2CCOCC2)s1)NCc1ccccc1	1%	2%	18%	9%	5%	-8%	-13%	0%	9%	-3%	1%
COc1cc2c(cc1OC)C(C)N(C(=O)c1nccnc1C(=O)O)CC2 (stereo not drawn)	-6%	-2%	2%	3%	1%	-4%	-1%	1%	-2%	-15%	-2%
CC(C(=O)NC1CCCC1)N(C(=O)c1snc(C(N)=O)c1N)c1ccc2c(c1)OCCO2 (stereo not drawn)	-10%	0%	-2%	nt	1%	-2%[1.84 µM]	-4%	5%	?	19%	0%
Cc1oc(-c2cccs2)nc1CN1CCC(C(=O)N2CCCC2)CC1	-4%	-1%	-5%	15%	-1%	-2%	5%	2%	1%	2%	1%
C=CCOC(=O)CCCC(=O)NC1CCCCC1	1%	2%	-1%	9%	-7%	1%	4%	13%	-5%	2%	1%
C(=N\N(c1ccccc1)c1ccccc1)/c1ccc2c(c1)OCO2	0%	-1%	-1%	12%	-1%	-7%	0%	-2%	-8%	36%	-4%
CCOC(=O)N1CCC(N2C(=O)c3ccccc3C2Nc2cccnc2)CC1 (stereo not drawn)	2%	-1%	-4%	1%	3%	-4%	5%	-8%	-7%	?	-15%
COc1ccc(-c2nc(CN3CCN(c4ncnc5ccccc45)CC3)c(C)o2)c(OC)c1	-20%	0%	9%	?	?	-34%[inhibitor]	-8%	-35%	-6%	-93%	-18%
CCc1ccc(C(C(=O)NCc2ccc(OC)cc2)N(CCOC)C(=O)Cc2cccs2)cc1 (stereo not drawn)	-5%	6%	2%	15%	-7%	-2%	-8%	-52%	4%	20%	-4%
Oc1csc(Cc2nc(-c3ccc(-c4ccccc4)cc3)cs2)n1	?	?	4%	1%	-3%	?	11%	13%	1%	?	11%
Cc1cc(NC(=O)CCC(=O)N(Cc2ccccc2)C2(C(=O)NC3CCCCC3)CCCC2)no1	3%	2%	4%	-14%	-1%	-7%	-3%	-33%	-1%	2%	-9%
CCOC(=O)c1ccc(Oc2nc(OC)nc(N(C)C)n2)cc1	-3%	1%	-8%	-1%	-2%	-1%	0%	-13%	-2%	?	3%
O=C(N/N=C/c1ccc([N+](=O)[O-])cc1)c1ccc(NS(=O)(=O)c2cccs2)cc1	0%	21µM*	nt	-8%	nt	6%	-8%	28%	nt	nt	1%
Cc1csc(SC(C)C(=O)NC2CCCCC2C)n1 (stereo not drawn)	-1%	9%	nt	-2%	nt	-2%	-3%	9%	nt	nt	0%
O=C(NN=C1CCCCCCC1)c1ccc(F)cc1	-3%	-5%	-3%	-4%	20%	0%	17%	5%	-4%	?	4%
Cc1ccc(-c2nc(-c3ccccc3)no2)cc1	1µM*	0.21µM*	-7%	7%	13µM*	1.3µM*	?	?	1%	10µM*	0.65µM*
O=C(CCc1ccccc1)Nc1ccc(F)cc1F	27%	?	-1%	-7%	3%	?	17%	29%	-8%	?	?
O=C1N(c2ccccc2)C(=Nc2ccccc2)SC12CC2	-2%	-3%	-6%	-2%	-10%	-9%	2%	0%	-7%	2%	2%
COc1ccccc1S(=O)(=O)CC(O)COc1ccc(C#N)cc1 (stereo not drawn)	-10%	-1%	14%	10%	3%[10 µM]	-2%	4%	-11%	?	15%	0%
COCCNc1oc(-c2ccc(F)cc2)nc1C#N	19%	?	-5%	-4%	-2%	26%	7%	91%	-5%	-4%	17%
O=C(Nc1ccc2oc(-c3ccccc3F)nc2c1)c1ccc2c(c1)OCCO2	14%	6.7µM*	?	4%	6%	21%	-1%	-3%	0%	36%	-16%
COc1ccc(CNC(=O)Nc2cccc(C)c2)cc1	3.2µM*	?	-9%	-8%	?	4µM*	18%	3.2µM*	4%	6%	?
Cc1ccc(CC(=O)Nc2ccc(C(=O)N3CCCCC3)cc2)cc1	7%	3%	1%	3%	-13%	1%	-19%	0%	2%	34%	-5%
CCOc1cc(C(=O)OCC(=O)Nc2c(C)cccc2C)ccc1OCC(=O)N1CCOCC1	-2%	0%	20%	-2%	1%	2%	-4%	-34%	nt	12%	1%

Taken from the results shown for reference:
SMILES	NPC1 promoter act	FLuc modulator	CXXC DNA block	uPA surface inh	VP16 counter	Rab9 promoter act	p53 reactivation	BRCA1 expr up	MBNL1 CUG block	RORgamma inh	ELG1 genotoxic
CC(C)CC(=O)Nc1cc2nn(-c3ccccc3)nc2cc1Cl	1.8µM*	1.5µM*	15%	-2%	-2%	1.4µM*	?	30%	5%	-22%	4.6µM*
NC1=NC[C@H](c2ccccc2)N1CCc1cc(C(F)(F)F)cc(C(F)(F)F)c1	-14%	-2%	3%	-8%	-8%	-4%	-10%	-41%	-4%	-2%	1%
